High-throughput results (PubChem)
IDH1 R132H inh: human IDH1 R132H inhibition | O75874 | IDH1-R132H enzyme, NADPH consumption, diaphorase/resazurin fluorescence | Potency, µM (highest dose often 76.6 µM), for the others: at the highest dose activity change, negative = inhibition, most hits filed as inhibitors | 390,000 compounds, 0.093% hits; also: potency is read from the fitted curve at half-maximal effect; % is scaled to controls: 0 for no effect and ±100 for the full control effect; nearly all actives have a fitted effect of over 65% in size
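IDH1-R132H (0.5 ug/mL) preincubated 30 min with compound, then NADPH (0.016 mM) and alpha-KG (2 mM) added; 80 min at RT, pH 7.5. Remaining NADPH coupled via diaphorase/resazurin to fluorescence (540/590 nm); concentration-response curves normalized to no-enzyme control.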
D2 agonist: agonists of human D2 dopamine receptor | HEK293 T-REx D2 cells, calcium flux agonist mode | activation, % at 2 µM | 340,000 compounds, 0.53% hits;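 active = activation over 3 SD above normal in the single-dose calcium agonist read, cut at about 30% in these data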; also: 0% is about no effect
Target sequence (P14416 whole entry, looked up): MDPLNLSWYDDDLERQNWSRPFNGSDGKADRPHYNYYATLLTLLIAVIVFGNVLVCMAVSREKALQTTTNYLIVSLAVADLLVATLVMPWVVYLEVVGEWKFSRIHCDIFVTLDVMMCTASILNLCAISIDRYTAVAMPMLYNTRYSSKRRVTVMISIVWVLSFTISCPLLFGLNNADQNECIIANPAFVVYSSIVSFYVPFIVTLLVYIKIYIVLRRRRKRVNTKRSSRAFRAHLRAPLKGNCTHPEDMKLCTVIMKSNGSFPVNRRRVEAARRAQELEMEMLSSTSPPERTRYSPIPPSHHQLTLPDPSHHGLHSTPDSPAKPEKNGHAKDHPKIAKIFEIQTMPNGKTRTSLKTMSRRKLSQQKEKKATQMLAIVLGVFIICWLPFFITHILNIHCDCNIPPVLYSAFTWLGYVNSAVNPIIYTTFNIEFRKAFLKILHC
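In this primary screen, compounds producing a positive calcium signal within 180 s of addition to tetracycline-induced, force-coupled HEK293 Trex D2 cells are flagged; cells are dye-loaded with a no-wash calcium kit beforehand.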
Pin1 inhibitor: blocks the human prolyl isomerase Pin1 | Q13526 | Pin1 FP peptide displacement, HiFluor488, 10 min | Potency, µM (doses to about 115 µM), inactives show top-dose activity, negative = inhibition, usual class: inhibitors | 390,000 compounds, 0.009% hits | AID 504891; active = well fitted inhibition curve with a large enough effect in the polarisation, with a control signal flat, not every such curve was filed as active; inconclusive = small, poorly fitted or top-dose-only effect, or effect the other way, or a change in a side signal; inactive = no such curve, though single readings can be large or run the other way; the % refers to the polarisation; also: potency is read from the fitted curve at half-maximal effect; % is scaled to controls: 0 for no effect and ±100 for the full control effect
Target sequence (Q13526 whole entry, looked up): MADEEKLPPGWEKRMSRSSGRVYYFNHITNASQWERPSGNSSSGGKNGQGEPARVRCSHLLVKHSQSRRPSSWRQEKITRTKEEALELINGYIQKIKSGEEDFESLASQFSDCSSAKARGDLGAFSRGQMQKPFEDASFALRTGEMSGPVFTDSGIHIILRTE
USP1-UAF1 inh: inhibitors of human USP1/UAF1 deubiquitinase. O94782. recombinant USP1/UAF1, Ub-Rhodamine cleavage fluorescence. Potency, µM (top dose mostly 57.1 µM), inactives show at the highest dose activity change, negative = inhibition, actives largely listed as inhibitors. 390,000 compounds, 0.23% hits. AID 743255; also: potency is read from the fitted curve at half-maximal effect; % is scaled to controls: 0 for no effect and ±100 for the full control effect; nearly all actives have a fitted effect of over 60% in size; inactives centre near -12
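1 nM enzyme complex + cpd, 15 min RT; start with Ub-Rho 150nM final; kinetic fluorescence ex 480/em 540, 6 reads q60 s. Buffer 50mM HEPES pH 7.8, 0.5mM EDTA, 0.1 mg/ml BSA, 1mM TCEP, 0.01% Tween-20.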
rTrxR1 inhibitor: inhibitors of rat thioredoxin reductase 1; O89049; Potency, µM (series often up to 114 µM), without a hit: top-dose activity change, negative = inhibition, usual class: inhibitors; recombinant rTrxR1, NADPH fluorescence consumption, selenite substrate; 390,000 compounds, 1% hits; also: potency is read from the fitted curve at half-maximal effect; % is scaled to controls: 0 for no effect and ±100 for the full control effect; nearly all actives have a fitted effect of over 65% in size
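Rat TrxR1 (90 nM in the dispensed reagent) was pre-reduced with 400 uM NADPH for 5 min at room temperature, then incubated with compound for 15 min. After 400 uM selenite was added, NADPH fluorescence (Ex 340/Em 450 nm) was followed for 8 min.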
TrxR1 substrate: substrates of rat thioredoxin reductase 1 | purified TrxR1 substrate turnover, NADPH consumption readout | Potency, µM (doses to about 114 µM), without a hit: at the highest dose activity change, negative = substrate turnover | 390,000 compounds, 0.01% hits; also: potency is read from the fitted curve at half-maximal effect; % is scaled to controls: 0 for no effect and ±100 for the full control effect; nearly all actives have a fitted effect of over 50% in size
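Rat TrxR1, dispensed at 90 nM, was prereduced with 400 uM NADPH (final) for 5 min at ~22 deg C, then incubated with compound 15 min before 400 uM selenite. A first-read NADPH fluorescence drop versus no-compound background flagged substrates.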
TRHR PAM: TRH receptor (human) allosteric enhancement; TRHR cells, fluo-8 calcium fluorescence, EC20 TRH enhancement; enhancement, % at 2 µM; 360,000 compounds, 0.66% hits; in the data active = enhancement above about 30%; also: 0% is about no effect
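TRHR-expressing cells loaded with fluo-8 calcium dye were read kinetically (ex 480/em 530) during compound addition, then stimulated with an EC20 of TRH (10 nM final). Enhancement of the Gq-mediated intracellular calcium response was scored.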
D2 antagonist: antagonists of human D2 dopamine receptor. P14416. HEK293 TREx D2 cells, calcium flux, dopamine EC80. inhibition, % at 10 µM. 340,000 compounds, 2% hits. AID 485344; in the data active = inhibition above about 30%; also: 0% is about no effect
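Read-out: kinetic calcium fluorescence (1 cycle/s) in inducible HEK293 T-REx D2 cells after an EC80 dopamine addition that followed 180 s compound preincubation. Loss of the dopamine response indicates antagonism.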
TRHR ag: activates the human TRH receptor; TRHR cells, calcium flux fluo-8, FDSS agonist mode; activation, % at 2 µM; 360,000 compounds, 0.18% hits; AID 493084; in the data active = activation above about 30%; also: 0% is about no effect
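Read-out: compound-evoked intracellular calcium rise in TRHR cells, fluo-8 dye, kinetic FDSS fluorescence at 1 s/cycle following a 10-cycle baseline. Cells cultured overnight before dye loading (30 min–1.5 h, RT).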
* marks the source's active call; other numbers are inactive results; u = inconclusive; x = not tested or not shown; & = joins results of further samples; [ ] = dose if it differs, or a comment. Unless noted, calls follow the shape of the dose curve; as a rule, active = well fitted inhibition curve with a large enough effect; inconclusive = small, poorly fitted or top-dose-only effect; inactive = no such curve, though single readings can be large or run the other way. Only part of the results is shown, so the mix of outcomes need not match the whole.

molecule | IDH1 R132H inh | D2 agonist | Pin1 inhibitor | USP1-UAF1 inh | rTrxR1 inhibitor | TrxR1 substrate | TRHR PAM | D2 antagonist | TRHR ag
O=C(NCCS(=O)(=O)N1CCN(c2ccccc2F)CC1)c1cc(=O)c2ccccc2o1 | 6%&-10% | 0.5&0.0 | 15%&2% | -25%&-23% | -6% | 3% | -4&-5 | -2 | -0.3&-0.7
CC1CC(C)CN(S(=O)(=O)c2ccc3c(c2)CC(=O)N3)C1 (centres undefined) | 2% | 0.5 | 1% | -13% | 14% | -1% | -1 | 8 | 0.0
COCCn1c(CNc2ccc(F)cc2)nnc1SCC(=O)Nc1ccc(OC)cc1OC | 2% | 0.1 | 5% | -3% | 20%[57.1 µM] | 6%[57.1 µM] | -7 | -16 | -0.5
COc1ccc(C(=O)N(CCc2ccccc2)Cc2cccs2)c(OC)c1 | 0% | -0.2 | -3% | -23% | 10% | -10% | -11 | 10 | 0.4
COc1cccc(OCC(=O)Nc2ccccc2C(N)=O)c1 | 6% | -0.7 | 12% | -11% | -30% | 2% | -1 | -17 | 0.2
COc1ccc(CC2(CO)CCN(S(=O)(=O)c3c(C)nn(C)c3C)CC2)cc1 | 18% | 0.5 | -3% | -5% | -4%[57.1 µM] | 5%[57.1 µM] | 10 | -9 | 1.4
Cc1cccc(N(Cc2cc3ccccc3[nH]c2=O)S(C)(=O)=O)c1 | 10% | 0.2 | -20% | -16% | u | 10% | 0 | 11 | 0.8
CCOc1ccccc1NC(=O)C(C)n1nnc2sc3c(c2c1=O)CCCC3 (centres undefined) | x | -0.5 | 32%[activator] | -13% | 20% | 0% | 2 | x | -1.8
COc1cc(NC(=O)Nc2cccc(C(C)=O)c2)cc(OC)c1OC | 7% | 0.4 | 10% | -20% | 4% | -2% | -3 | -3 | -0.8
CC(=O)Nc1ccc(/C=C/c2nc(-c3ccccc3O)n(-c3ccccc3)n2)cc1 | 8% | 0.3 | 1% | -26% | 62%[activator] | 126%[activator] | 3 | x | 0.7

Molecules listed so far that have sulfur (7):
molecule | IDH1 R132H inh | D2 agonist | Pin1 inhibitor | USP1-UAF1 inh | rTrxR1 inhibitor | TrxR1 substrate | TRHR PAM | D2 antagonist | TRHR ag
O=C(NCCS(=O)(=O)N1CCN(c2ccccc2F)CC1)c1cc(=O)c2ccccc2o1 | 6%&-10% | 0.5&0.0 | 15%&2% | -25%&-23% | -6% | 3% | -4&-5 | -2 | -0.3&-0.7
CC1CC(C)CN(S(=O)(=O)c2ccc3c(c2)CC(=O)N3)C1 (centres undefined) | 2% | 0.5 | 1% | -13% | 14% | -1% | -1 | 8 | 0.0
COCCn1c(CNc2ccc(F)cc2)nnc1SCC(=O)Nc1ccc(OC)cc1OC | 2% | 0.1 | 5% | -3% | 20%[57.1 µM] | 6%[57.1 µM] | -7 | -16 | -0.5
COc1ccc(C(=O)N(CCc2ccccc2)Cc2cccs2)c(OC)c1 | 0% | -0.2 | -3% | -23% | 10% | -10% | -11 | 10 | 0.4
COc1ccc(CC2(CO)CCN(S(=O)(=O)c3c(C)nn(C)c3C)CC2)cc1 | 18% | 0.5 | -3% | -5% | -4%[57.1 µM] | 5%[57.1 µM] | 10 | -9 | 1.4
Cc1cccc(N(Cc2cc3ccccc3[nH]c2=O)S(C)(=O)=O)c1 | 10% | 0.2 | -20% | -16% | u | 10% | 0 | 11 | 0.8
CCOc1ccccc1NC(=O)C(C)n1nnc2sc3c(c2c1=O)CCCC3 (centres undefined) | x | -0.5 | 32%[activator] | -13% | 20% | 0% | 2 | x | -1.8

(listing goes on)
molecule | IDH1 R132H inh | D2 agonist | Pin1 inhibitor | USP1-UAF1 inh | rTrxR1 inhibitor | TrxR1 substrate | TRHR PAM | D2 antagonist | TRHR ag
Cc1cccc(C(=O)O/N=C(\N)c2ccc(Br)cc2)c1 | 3% | -2.2 | 3% | -8% | -10% | -5% | 4 | -19 | 0.1
Cn1c(Cn2cnc(Cl)c2Cl)nc2ccccc21 | -1% | 0.7 | 1% | 3% | -1% | -5% | 5 | -13 | -0.6
CCCCCCNc1nc2c(c(=O)n(C)c(=O)n2C)n1Cc1cccc(C)c1 | -13% | 0.4 | 9% | -7% | 29%[57.1 µM] | 0%[57.1 µM] | -3 | x | -0.8
CN(C)S(=O)(=O)c1ccc(N2CCCC2)c(C(=O)N2CCC(C(N)=O)CC2)c1 | -2% | 0.5 | 1% | 1% | 2% | -5% | 1 | 21 | -0.2
Cc1ccc(NC(=O)C2COc3ccccc3O2)c(C)c1 (centres undefined) | 0% | 0.5 | -9% | -21% | 16%[57.1 µM] | 8%[57.1 µM] | -4 | -7 | -0.7
CCCOc1ccc(C(=O)CCC(=O)OCC(=O)Nc2ccc(Oc3ccccc3)cc2)cc1 | x | 2.1 | x | x | x | x | 5 | -13 | 2.1
CCOc1ccccc1NC(=O)C1CCN(S(=O)(=O)c2ccc(OC)c(OC)c2)CC1 | -3% | -0.8 | 1% | -5% | 19% | -7% | 8 | -8 | -0.4
CSCC[C@H](NC(=O)c1ccc(Cl)c(S(=O)(=O)N2CCCC2)c1)c1nc2ccccc2[nH]1 | -9% | -0.4 | 15% | -7% | -17%[57.1 µM] | -5%[57.1 µM] | 9 | 3 | -0.7
CCOC(=O)[C@@H]1[C@H]2COc3ccc(Br)cc3[C@H]2N2C(=O)N(c3ccc(C(F)(F)F)cc3)C(=O)[C@]12C | -14% | x | u | -21% | 30% | 6% | x | x | x
Cc1cc(NC(=O)c2cc(-c3cccs3)on2)no1 | 1% | -0.1 | 0% | 6% | 2% | 2% | -9 | 7 | 0.8

In the list so far, 2 contain a Cl atom:
molecule | IDH1 R132H inh | D2 agonist | Pin1 inhibitor | USP1-UAF1 inh | rTrxR1 inhibitor | TrxR1 substrate | TRHR PAM | D2 antagonist | TRHR ag
Cn1c(Cn2cnc(Cl)c2Cl)nc2ccccc21 | -1% | 0.7 | 1% | 3% | -1% | -5% | 5 | -13 | -0.6
CSCC[C@H](NC(=O)c1ccc(Cl)c(S(=O)(=O)N2CCCC2)c1)c1nc2ccccc2[nH]1 | -9% | -0.4 | 15% | -7% | -17%[57.1 µM] | -5%[57.1 µM] | 9 | 3 | -0.7
